CHO-K1 Ca ag: counter-screen for M1 agonists: effect in parental CHO-K1 cells. Fluo-8 calcium fluorescence; scaled to maximal ATP response, vehicle zero. activation, % at 3 µM. actives 0.48% (n = 360,000). AID 602248, 2012; in the data active = activation above about 15%;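 also: untransfected CHO-K1 host cells lacking M1 receptor as counterscreen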
CHRM4 agonist: human M4 muscarinic receptor agonists, primary screen, CHO-K1 cells, Fluo-8 calcium fluorescence; Muscarinic acetylcholine receptor M4 (Homo sapiens), P08173; CHO-K1 hM4/Gqi5; vehicle 0%, full acetylcholine response 100%; activation, % at 3 µM; actives 0.14% (n = 360,000);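 active = activation above the run mean over all test wells plus 3 SD, cut at about 32% in these data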;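 also: peak over basal fluorescence ratio per well then scaled between controls; 0% = DMSO wells and 100% = acetylcholine at EC100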
Target sequence (P08173 whole entry, looked up): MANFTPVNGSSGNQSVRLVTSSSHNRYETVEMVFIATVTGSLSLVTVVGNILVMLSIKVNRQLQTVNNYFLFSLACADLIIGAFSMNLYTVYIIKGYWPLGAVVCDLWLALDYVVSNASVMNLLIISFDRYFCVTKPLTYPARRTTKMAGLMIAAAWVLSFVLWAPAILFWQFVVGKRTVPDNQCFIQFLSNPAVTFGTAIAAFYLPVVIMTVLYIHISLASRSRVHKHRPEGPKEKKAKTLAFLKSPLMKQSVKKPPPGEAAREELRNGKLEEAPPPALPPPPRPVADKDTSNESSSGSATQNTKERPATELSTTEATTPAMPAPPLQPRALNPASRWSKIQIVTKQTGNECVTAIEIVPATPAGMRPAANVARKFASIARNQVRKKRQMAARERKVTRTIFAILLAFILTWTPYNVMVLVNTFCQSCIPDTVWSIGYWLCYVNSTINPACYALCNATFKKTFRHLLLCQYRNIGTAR
CHRM1 PAM: human M1 muscarinic receptor positive allosteric modulators, primary screen, CHO-K1 cells, Fluo-8 calcium fluorescence, 1536-well; Muscarinic acetylcholine receptor M1 (Homo sapiens), P11229; CHO-K1 hM1, ACh EC20; 0% = ACh EC20, 100% = maximal ACh; AID 588819, 2011; activation, % at 3 µM; actives 0.088% (n = 360,000); in the data active = activation above about 19%, passing the limit was not always enough
Target sequence (P11229 whole entry, looked up): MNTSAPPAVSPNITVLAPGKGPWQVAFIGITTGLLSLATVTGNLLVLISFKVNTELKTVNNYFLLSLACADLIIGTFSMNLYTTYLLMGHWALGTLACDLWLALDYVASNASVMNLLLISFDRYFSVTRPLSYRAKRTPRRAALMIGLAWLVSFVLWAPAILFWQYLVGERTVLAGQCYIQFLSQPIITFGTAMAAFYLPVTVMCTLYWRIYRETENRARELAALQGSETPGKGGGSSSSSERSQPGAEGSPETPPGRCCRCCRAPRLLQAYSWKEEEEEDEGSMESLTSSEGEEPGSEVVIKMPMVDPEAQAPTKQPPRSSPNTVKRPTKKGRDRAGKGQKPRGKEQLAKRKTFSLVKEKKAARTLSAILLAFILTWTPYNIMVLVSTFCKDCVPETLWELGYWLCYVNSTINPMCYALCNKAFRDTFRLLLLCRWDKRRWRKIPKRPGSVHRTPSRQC
CHRM1 agonist: human M1 muscarinic receptor agonists, primary screen, Fluo-8 calcium fluorescence, CHO-K1 cells, HTS; Muscarinic acetylcholine receptor M1 (Homo sapiens), P11229; CHO-K1 hM1, agonist mode; 0% DMSO, 100% acetylcholine EC100; activation, % at 3 µM; actives 0.33% (n = 360,000); AID 588814, 2011;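 active = activation above the run's mean compound activation plus 3 SD, cut at about 16% in these data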;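 also: peak over basal fluorescence ratio within a 140 s kinetic read after compound addition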
OXTR potentiator: human OXTR potentiators, primary screen, fluorescence, CHO-OTR cells, Fluo-8 calcium. Oxytocin receptor (Homo sapiens), P30559. Fluo-8 calcium fluorescence, potentiator mode; 0% = oxytocin EC15, 100% = EC100. activation, % at 3 µM. actives 0.061% (n = 320,000). AID 2445, 2010;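 active = activation above that plate's cutoff, the mean activation of tested compounds plus 3 SD, cut at about 6.6% in these data, passing the limit was not always enough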;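 also: 100% uses oxytocin at 75 nM as the full agonist control; some results filed as inactive read as strong as hits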
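test system = CHO-OTR cells, human receptor | compound = single-point 3.0 µM | schedule = 6 min compound pre-incubation at room temperature, 100 s kinetic read | signal = Fluo-8 no-wash calcium dye fluorescence, excitation 470-495 nm, emission 515-575 nm | repeats = single well per compound, singlicate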
CHRM1 antagonist: human M1 muscarinic receptor antagonists, primary screen, CHO-K1 cells, Fluo-8 calcium fluorescence, 1536-well | AID 588852, 2011 | CHO-K1 hM1, ACh EC80 antagonist | Muscarinic acetylcholine receptor M1 (Homo sapiens), P11229 | actives 1.3% (n = 360,000) | inhibition, % at 3 µM;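 active = percent inhibition above its own plate's cutoff, namely the mean of that plate's compound wells plus 3 SD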;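 also: peak over basal fluorescence ratio during 140 s after agonist addition; 0% = ACh EC80 plus DMSO and 100% = DMSO alone without agonist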
M4 antag: human M4 muscarinic receptor antagonists, primary screen, CHO cells, Fluo-8 calcium fluorescence | Muscarinic acetylcholine receptor M4 (Homo sapiens), P08173 | CHO-hM4 cells, ACh EC80 | inhibition, % at 3 µM | actives 0.73% (n = 360,000) | AID 624125, 2012;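 active = inhibition above its plate's cutoff, the mean inhibition of sample wells plus 3 SD, cut at about 27% in these data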;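 also: 0% = acetylcholine EC80 with DMSO and 100% = DMSO without agonist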
CHO-K1 Ca antag: counter-screen for M1 antagonists: effect in parental CHO-K1 cells; ATP-induced calcium, Fluo-8 fluorescence; inhibition, % at 3 µM; actives 0.6% (n = 360,000);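 active = inhibition above a per-plate cutoff, the plate's mean sample inhibition plus 3 SD, cut at about 24% in these data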;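 also: 0% = DMSO plus EC80 ATP and 100% = DMSO alone without ATP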
CHO parental Ca: ATP-evoked calcium signal inhibitors, parental CHO, primary screen, counter-screen for OX1R antagonist project, cell-based, fluorescence, Fluo-8 calcium dye; actives 0.63% (n = 330,000); parental CHO-K1, ATP-induced calcium, Fluo-8 fluorescence; inhibition, % at 5.6 µM; AID 463079, 2010;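 active = inhibition above that plate's mean sample inhibition plus 3 SD, cut at about 26% in these data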;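 also: 0% = ATP-challenged DMSO wells and 100% = DMSO wells without ATP; some compounds past the cut are filed as inactive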
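Assay system: parental CHO cells; Read-out basis: percent inhibition of ATP-evoked calcium rise, normalized to controls; Benchmarks: ATP and no-ATP DMSO wells; Compound dosing: single nominal dose of 5.6 µM per compound; Signal: Fluo-8 calcium dye fluorescence; Also added: ATP as calcium-mobilizing challenge; Repeats: singlicate.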
The depositor's hits bear a star; nt = not tested or not shown.

mol	CHO-K1 Ca ag	CHRM4 agonist	CHRM1 PAM	CHRM1 agonist	OXTR potentiator	CHRM1 antagonist	M4 antag	CHO-K1 Ca antag	CHO parental Ca
COc1ccc(C2=NO[C@@H]3[C@@H]4C[C@@H]([C@H]5C(=O)N(C)C(=O)[C@@H]45)[C@H]23)cc1	4.0	1	12	-3	-3	-9	-7	-6	-19
CN(C)S(=O)(=O)c1ccc(NC(=O)COC(=O)C2CC3CCCC(C2)C3=O)cc1 (stereo not given)	0.6	1	0	-5	4	0	5	-8	-4
CCC(C)[C@H](NC(=O)Nc1cccc(Cl)c1)C(=O)O (stereo not given in full)	0.4	1	4	-2	-1	-2	11	-4	-11
CC(C)OC(=O)c1ccc(NC(=O)C2C3CC4OC(=O)C2C4C3)cc1 (stereo not given)	0.4	1	9	-6	-8	-11	1	-20	-1
O=C(Nc1ccc2c(c1)OCO2)c1ccc(N2C(=O)c3ccccc3C2=O)cc1	1.5	1	9	-12	-3	-7	2	-3	-5
C/C(=N\NC(=O)c1cc2c(s1)CCC(C)C2)c1ccc[nH]1 (stereo not given)	6.9	41*	4	5	-3	-3	1	-12	-15
CN(C(=S)Nc1cccnc1)c1ccc(O)cc1	0.9	1	-7	-5	2	14	2	1	-5
CC(C)CNC(=O)COC(=O)c1ccc(Cl)c(S(=O)(=O)N2CCc3ccccc32)c1	1.6	2	0	-8	-12	-5	-12	1	-14
COc1ccccc1C(=O)NC(CCSC)C(=O)NNC(=O)C(C)Oc1ccccc1F (stereo not given)	-0.8	0	-6	-4	-2	16	-5	-7	-12
C=C(Br)Cn1c(CC(C)C)nc2ccccc21	0.1	0	-2	-4	-12	6	0	3	-28
COC(=O)c1sccc1-c1ccc(C(=O)Nc2cccc(Cl)c2)o1	0.5	0	7	-3	-8	-8	-7	-10	14
CC(C)=CCNc1ncnc2c1c(C#N)cn2C1OC(CO)C(O)C1O (stereo not given)	4.7	2	7	-3	nt	-10	-6	-8	nt
N#CCSc1ncnc2ccccc12	-0.3	2	8	2	4	-4	-5	-2	-2
Cc1c(C(=O)O)oc2ccc(S(=O)(=O)NCc3ccc4c(c3)OCO4)cc12	0.2	1	4	0	1	-12	-13	-25	0
CCOC(=O)N1CCN(C(=O)CCCCCn2c(=S)[nH]c3ccsc3c2=O)CC1	1.8	2	-3	-7	-14	5	-9	-12	-16
O=C(Nc1nnc([C@H]2C[C@H](O)[C@@H](CO)O2)s1)NC1CCCCC1	0.5	2	4	-2	nt	-10	-17	-9	nt
CC1CCN(C(=O)NC(=O)c2ccccc2)CC1	0.3	0	9	-2	-4	-6	5	1	-7
Cc1ccc(-c2cc(N)n(-c3ccc(F)cc3)n2)cc1	-0.9	-1	10	-6	1	-12	1	3	-4
O=C(Nc1ccc2c(c1)OCCO2)C(c1ccnc2ccccc12)N1CCC(Cc2ccccc2)CC1 (stereo not given)	1.9	1	-4	0	nt	-10	15	-22	nt
CCCSc1nnc(CSc2ncccn2)n1C	0.2	3	5	-5	-4	-5	2	-10	-9
Cc1ccc(C(c2nnnn2CC2CCCO2)N2CCN(C(=O)c3ccco3)CC2)cc1 (stereo not given)	0.6	1	7	-3	-9	-13	-6	-9	-13
Cc1cc(C(F)(F)F)nn1CC(=O)NCc1cccs1	0.3	1	7	-7	5	-13	-4	-1	-8
Cc1ccc(/C=N/n2c(C)nnc2C)o1	1.1	1	3	-6	-2	-4	-6	-10	-13
S=C(c1ccc(-c2ccc(Cl)cc2Cl)o1)N1CCCCC1	0.1	-1	-1	-3	-10	-18	5	-4	-29
Cc1cc(C(=O)N/N=C/c2cn[nH]c2-c2ccccc2)cs1	0.3	1	4	-3	3	-9	-7	-14	-17
COc1ccc(S(=O)(=O)N(C(=O)c2ccncc2)c2ccc(OC(=O)c3ccncc3)cc2)cc1	0.6	2	2	-6	-6	-2	-10	-11	-19
Cc1noc(C)c1COc1ccccc1C(=O)N(C)Cc1ccc(C(C)(C)C)cc1	13	17	-7	6	-9	6	-2	-3	27
COc1cc(OC)cc(C(=O)NNc2nc3cc4c(cc3s2)OCO4)c1	0.9	5	3	2	-7	-6	4	-1	-2
CCOC(=O)c1cc2nc(-c3ccccc3)cc(C)n2n1	0.8	0	11	-3	4	-21	-5	0	-16
COc1ccc(C(C)=O)cc1CSC(=N)N	1.0	0	5	-6	-11	-3	-2	-12	-9
O=S1(=O)CC(N2CCN(CCO)CC2)CN1Cc1ccccc1 (stereo not given)	1.2	1	6	-6	nt	-10	-5	5	nt
O=C(NCC1CC1)Nc1ccccc1	-0.3	2	-5	-3	nt	4	-8	-8	nt
CCn1c(SCC(=O)Nc2cc(Cl)ccc2OC)nnc1C1CC1	0.9	1	13	-4	-1	-9	12	-7	-13
Fc1ccc(-c2nnc(N3CCOCC3)c3ccccc23)cc1F	0.6	0	5	-9	-7	-10	7	-15	-12
O=C1CCC(C(=O)NC2(C(=O)NC3CCCCC3)CCCCC2)N1 (stereo not given)	0.2	0	8	-2	-4	-12	6	-13	3
COc1cc(Cl)c(C)cc1NC(=O)CN1CCN(C(=O)c2cccs2)CC1	5.0	12	0	0	nt	-12	-12	-7	nt
Cc1sc2ncn3c(C)nnc3c2c1C	1.0	0	6	-4	-3	-2	0	-18	-9
O=C(O)C1CCCCC1C(=O)Nc1ccc(Cl)cc1Cl (stereo not given)	0.1	0	6	-2	1	-4	-6	-5	-11
CC1CCc2nc3ccc(S(=O)(=O)N4CCC(C(=O)NC(C)c5ccccc5)CC4)cc3c(C(=O)O)c2C1 (stereo not given)	0.8	0	3	-2	-4	-3	9	-4	1
CCN(CC)S(=O)(=O)c1ccc(NC(=O)COC(=O)c2cc(S(=O)(=O)Nc3ccc(OC)cc3)ccc2O)cc1	0.3	0	3	-4	-4	-1	-18	-4	-2
CCOC(=O)c1c(S(=O)(=O)N2CCc3ccccc32)c(C)n(C)c1C	0.1	0	1	-4	2	2	8	-12	1
CCc1ccc(OCc2ccc(C(=O)O)o2)cc1	0.6	1	14	-3	-1	-13	13	-5	6
COc1ccc(NC(=O)CSc2nc3scc(C)c3c(=O)[nH]2)cc1	6.0	5	5	-2	-8	-9	-1	-11	-6
O=C(CP(=O)(c1ccccc1)c1ccccc1)N1CCOCC1	-0.1	0	0	-5	-5	1	5	-4	-16
CCOC(=O)CC1CCCCN1C(=O)c1ccc2oc(CCc3ccccc3)nc2c1 (stereo not given)	6.6	6	-2	-1	-20	1	-2	-16	-19
Cc1[nH]n2c(=O)c(C#N)c(-c3ccccc3)nc2c1-c1ccccc1	-0.4	0	1	-3	-10	1	9	28*	5
CCCCN(CCCC)S(=O)(=O)c1ccc(NC(=O)CN2CCOCC2)cc1	2.4	2	-4	-4	-2	1	-4	-4	-13
O=C(Cn1cnc2c(nnn2Cc2ccccc2)c1=O)NCC1CCCO1 (stereo not given)	0.2	0	7	-2	-3	-15	-2	-5	-13
COc1cc(/C=C/C(=O)OCC(=O)NC2CC2)cc(S(=O)(=O)N2CCc3ccccc32)c1OC	2.5	3	8	-4	-2	0	0	8	-24
O=C(CSc1nnc(CNC(=O)c2c(F)cccc2Cl)o1)Nc1ccc2c(c1)OCO2	1.3	5	5	-7	-1	-11	2	-12	1
Cc1ccc(C)c(NC(=O)CSc2nnc([C@@H](N)Cc3ccccc3)o2)c1	0.5	1	-6	-5	0	5	5	2	-8
Cc1cc(NC(=O)c2cccc(COc3ccc(Br)cc3)c2)no1	0.2	0	0	-3	-8	2	-10	4	-9
N#Cc1nc(Cc2ccccc2)oc1N1CCN(c2ccccc2)CC1	0.4	2	-6	-5	-5	-9	15	0	-9
CCOC(=O)CSC1=C(C#N)C(C)C2=C(CCCC2=O)N1 (stereo not given)	0.6	0	5	0	-10	-32	0	0	-14
O=C(O)CC1(CC(=O)Nc2nccs2)CCCCC1	-0.3	1	10	-2	nt	-15	-15	2	nt
Cc1ccc(CNC(=O)CSc2nc3[nH]ncc3c(=O)[nH]2)cc1	0.5	1	5	0	-8	-11	-2	-7	-2
CS(=O)(=O)c1cnc(-c2ccccc2)nc1Sc1ccc(F)cc1	0.7	0	2	-4	1	-5	-2	-6	-13
OCC1(Cc2ccc(Cl)cc2)CCN(Cc2ccc(Oc3ncccn3)cc2)CC1	1.1	2	-32	-14	-6	44*	21	-12	-38
CCOc1ccc(-c2nnc3n2N=C(c2ccc(OC)cc2)CS3)cc1	0.4	1	8	-5	-4	-9	0	-6	-9
COc1ccccc1NC(=O)CN1CCC(c2nc3ccccc3[nH]2)CC1	1.0	4	12	-4	-8	-15	-8	-15	-18

(cont.)
mol	CHO-K1 Ca ag	CHRM4 agonist	CHRM1 PAM	CHRM1 agonist	OXTR potentiator	CHRM1 antagonist	M4 antag	CHO-K1 Ca antag	CHO parental Ca
CC(=O)c1ccc(OCCNS(=O)(=O)c2ccc(-n3cnnn3)cc2)cc1	6.2	4	1	-1	-6	-3	-2	-22	-15
CN(C)S(=O)(=O)c1cc(NC(=O)COC(=O)C2CSC3(C)CCC(=O)N23)ccc1Cl (stereo not given)	6.2	6	3	-1	-4	3	-6	1	-13
O=C(NCc1ccccn1)C1CCC(=O)N1C1CCCC1 (stereo not given)	0.8	0	16	0	-2	-15	-1	-1	-12
CCn1nc(CC(=O)Nc2nnc(CC(=O)N3CCOCC3)s2)c2ccccc2c1=O	0.1	0	8	0	-4	-9	12	-16	1
O=C(C1CCN(c2nnc(N3CCCC3=O)s2)CC1)N1CCN(Cc2ccc3c(c2)OCO3)CC1	0.6	1	-4	-5	nt	5	3	-5	nt
CCc1cccc(C)c1NS(=O)(=O)c1cc(Br)cnc1N	-1.1	1	2	-6	-2	-9	-6	-15	-10
O=C(CN1C(=O)CCC1=O)Nc1nc(-c2ccccn2)cs1	1.5	3	3	-2	-1	-4	-3	0	1
O=C(CCN1C(=O)/C(=C/c2ccccc2F)SC1=S)Nc1cccnc1	2.2	5	4	0	-11	-8	-5	-12	-24

Assay outcomes deposited in PubChem BioAssay by The Scripps Research Institute Molecular Screening Center.
